Wnt bcat act: activates Wnt/beta-catenin signaling in a reporter cell assay; activator, plate reader; activation, % at 9.35 µM; hit rate 1.2% among 300,000; in the data active = activation above about 30%, passing the limit was not always enough;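 note: 0% = neutral control wells and 100% = positive control wells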
V-ATPase pHluor: regulators of yeast V-ATPase proton transport; S. cerevisiae, pHLuorin cytosolic pH fluorescence; response, % at 10 µM; hit rate 0.37% among 350,000; AID 504577; in the data active = response mostly above about 7.3%, no sharp cut-off; inactive = mostly below about 5.4%; note: actives read high; inactives centre near 0; some compounds called inactive have numbers as strong as hits
dFosB activator: activators of mouse delta FosB homodimer. P13346. purified delta FosB, TAMRA-CDK5 oligo fluorescence polarization; percent of positive-control signal above neutral wells. activation, % at 25 µM. hit rate 0.99% among 340,000. AID 493131;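 active = mean activation above about 17%, with every replicate also reaching it, limit read from the data, passing the limit was not always enough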;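 note: fluorescence polarization rise as delta FosB binds a TAMRA Cdk5 AP-1 oligo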
CDK5 p35 inh: blocks human CDK5/p35 kinase activity; inhibition, % at 10 µM; Recombinant CDK5/p35, ADP-Glo luminescence, 60 min; Q00535+Q15078; hit rate 0.01% among 330,000;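 active = highest replicate inhibition of at least 50% and at least 75% of replicates reaching 50%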;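 note: plate controls were DMSO neutral control for no effect and GW8510 at 10 µM for full effect; many of its hits are not listed in these tables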
Target sequence (Q00535 whole entry, looked up): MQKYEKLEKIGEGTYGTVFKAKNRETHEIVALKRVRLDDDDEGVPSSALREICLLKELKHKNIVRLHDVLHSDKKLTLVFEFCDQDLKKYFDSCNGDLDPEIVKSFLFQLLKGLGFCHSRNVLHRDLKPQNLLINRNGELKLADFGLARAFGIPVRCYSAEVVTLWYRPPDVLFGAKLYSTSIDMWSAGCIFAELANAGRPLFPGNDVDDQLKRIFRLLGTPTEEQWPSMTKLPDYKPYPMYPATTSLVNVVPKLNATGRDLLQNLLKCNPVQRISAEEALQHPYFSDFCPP
Target sequence (Q15078 whole entry, looked up): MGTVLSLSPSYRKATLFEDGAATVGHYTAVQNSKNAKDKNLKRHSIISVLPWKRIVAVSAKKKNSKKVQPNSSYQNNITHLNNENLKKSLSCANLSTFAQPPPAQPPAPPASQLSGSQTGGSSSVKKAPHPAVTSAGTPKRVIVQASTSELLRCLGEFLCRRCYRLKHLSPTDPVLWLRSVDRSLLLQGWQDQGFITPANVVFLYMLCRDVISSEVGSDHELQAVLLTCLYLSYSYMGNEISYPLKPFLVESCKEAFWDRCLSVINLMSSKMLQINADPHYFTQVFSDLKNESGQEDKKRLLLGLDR
cardiac RTF act: increases calcium sensitivity of human cardiac regulated thin filaments. IANBD-labeled TnC RTF fluorescence at EC20 calcium; 0% EC20 calcium, 100% full calcium. AID 493008. activation, % at 7.2 µM. hit rate 0.24% among 340,000;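 active = activation above the mean over all tested compounds plus 3 SD, cut at about 30% in these data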;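 note: rise in fluorescence read as greater calcium sensitivity of cardiac thin filaments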
MITF TRPM1 HTS: increases MITF-driven TRPM1 promoter luciferase signal; hit rate 0.75% among 300,000; activation, % at 12.5 µM; SK-MEL-5 TRPM1-promoter luciferase, 24 h; % of positive control, neutral wells = 0; AID 588334;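 active = mean activation of at least 80% with every replicate also reaching 80%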;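 note: 0% = neutral control wells and 100% = parthenolide positive control wells; values of inactives mirror those of a sister screen read the other way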
CAL PDZ FP-1: blocks peptide binding to human CAL PDZ domain; Q9HD26; purified CAL PDZ, TMR-peptide fluorescence polarization, 1 h; AID 504414; inhibition, % at 20 µM; hit rate 0.02% among 330,000;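 active = highest replicate inhibition of at least 40%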;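 note: plate controls were DMSO neutral control wells for no effect and unlabeled competitor peptide control wells for full effect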
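material = purified tagged CAL PDZ domain construct (CerCALP) | buffer or medium = sodium phosphate/NaCl buffer pH 7.4 with TCEP, IgG, Thesit | reagent = TMR-labelled reporter peptide T*-PRC34 bound in PDZ groove | incubation = 1 h room-temperature incubation prior to read | measured by = fluorescence polarization (mP) | evaluation = percent inhibition from loss of millipolarization | control set = unlabelled peptide and DMSO controls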
CAL PDZ FP-2: inhibitors of human CAL PDZ peptide binding; purified CAL PDZ, TMR-peptide fluorescence polarization, 1 h; inhibition, % at 24.9 µM; hit rate 0.92% among 300,000; AID 602252;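 active = mean inhibition of at least 30% with at least half of replicates also reaching 30%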;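 note: 0% = DMSO neutral control and 100% = excess unlabeled competitor peptide PRC23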
Tat export inh: inhibitors of E. coli Tat protein transport | E. coli MC4100 TorA-mCherry Tat export, fluorescence | inhibition, % at 10 µM | hit rate 0.036% among 340,000;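 active = mean replicate inhibition at least 50% and at least half of replicates individually reaching 50%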;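 note: exported cargo escapes ClpAP degradation while cytoplasmic cargo is degraded and loses fluorescence; 0% = median of neutral control wells and 100% = median of NaSCN control wells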
Rtt109 Vps75: inhibitors of Candida albicans Rtt109/Vps75 histone acetyltransferase | hit rate 0.16% among 330,000 | purified Rtt109/Vps75, ThioGlo CoA-SH fluorescence, 4 h | inhibition, % at 34.9 µM | Q5AAJ8;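 active = inhibition of at least 50% in every replicate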
Target sequence (Q5AAJ8 whole entry, looked up): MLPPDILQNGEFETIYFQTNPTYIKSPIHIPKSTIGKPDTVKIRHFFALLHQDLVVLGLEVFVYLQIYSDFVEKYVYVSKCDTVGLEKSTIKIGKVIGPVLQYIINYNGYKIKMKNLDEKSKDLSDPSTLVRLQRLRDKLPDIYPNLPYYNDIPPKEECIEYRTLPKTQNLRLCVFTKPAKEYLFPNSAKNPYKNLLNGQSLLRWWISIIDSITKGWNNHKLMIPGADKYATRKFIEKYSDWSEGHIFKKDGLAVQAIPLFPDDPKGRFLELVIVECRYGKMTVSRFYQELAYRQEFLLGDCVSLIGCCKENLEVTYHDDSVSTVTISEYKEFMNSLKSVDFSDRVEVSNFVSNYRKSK
Active calls of the source: *; i = inactive; . = not tested or not shown.

Wnt bcat act,V-ATPase pHluor,dFosB activator,CDK5 p35 inh,cardiac RTF act,MITF TRPM1 HTS,CAL PDZ FP-1,CAL PDZ FP-2,Tat export inh,Rtt109 Vps75,SMILES
1,-1,-9,0.5,4,6,-1.4,29,6,1,CCc1c(C)nc(N2CCN(c3ccccc3F)CC2)[nH]c1=O
.,3,3,-0.8,-7,-24,-1.3,-3,-11,-3,Cc1ccnc(NCn2nnc3ccccc32)c1
-1,-1,-3,0.4,1,.,2.6,8,-8,8,COc1ccc(OC)c(N/C(C)=C/C(=O)c2ccncc2)c1
0,-1,-11,0.1,-1,8,-1.2,-3,11,-4,COc1cc2c(cc1OC)CN(C(=O)CSc1ccccc1C)CC2
.,4,-15,-8.5,-3,-10,-0.3,0,0,-4,O=C(NC1CCCC1)c1cc(COc2ccc3ncccc3c2)on1
3,-3,-6,-1.2,-3,13,-1.8,6,5,-7,Cc1ccc(S(=O)(=O)N2CCC(C(=O)OCC(=O)N(C)C3CCS(=O)(=O)C3)CC2)cc1C (configuration not stated)
3,1,1,1.2,.,.,-0.5,-2,-4,4,COCCCNC(=S)N/N=C/c1ccc(O)cc1O
-3,6,-5,-1.0,15,-17,0.2,-1,11,11,C=C1CCC2[C@](C)(CO)[C@H](O)CC[C@@]2(C)[C@@H]1C/C=C1\C(=O)OC[C@H]1O (some centres not stated)
0,-1,4,5.2,3,-7,-2.7,-1,4,3,Cn1nccc1C(=O)Nc1ccc2c(c1)OCCO2
-1,-1,-1,-0.7,5,13,-0.6,-2,-4,12,COc1ccccc1OCCC(=O)OCC(=O)NCc1ccc(Cl)cc1
-4,-2,5,0.8,1,-1,-1.0,.,-4,-18,COc1ccc(CN2C(=O)CCC2(C)C(=O)NC2CCCC2)c(OC)c1 (configuration not stated)
1,1,-3,-0.4,-1,14,1.0,-2,11,0,Cc1onc(-c2ccccc2Cl)c1C(=O)NC1CCCCCC1
4,3,0,0.3,1,.,-0.6,-2,-4,2,O=C(O)c1cccnc1SCc1cccc(Br)c1
0,5,1,1.2,1,-11,-2.2,-2,-5,1,CCCCCCC(C)n1cc(C(C)=O)c(=O)[nH]c1=O (configuration not stated)
1,-1,-4,-2.0,-1,16,-2.6,-1,0,-4,COc1ccccc1CNC(=O)C(=O)c1cn(CC(=O)N2CCCC2)c2ccccc12
-2,0,-4,-5.3,-2,-3,-0.2,0,8,-5,O=C(C1CCCN(Cc2ccc([N+](=O)[O-])cc2)C1)N1CCCCC1 (configuration not stated)

Fetched by structure from the list above:
Wnt bcat act,V-ATPase pHluor,dFosB activator,CDK5 p35 inh,cardiac RTF act,MITF TRPM1 HTS,CAL PDZ FP-1,CAL PDZ FP-2,Tat export inh,Rtt109 Vps75,SMILES
1,-1,-4,-2.0,-1,16,-2.6,-1,0,-4,COc1ccccc1CNC(=O)C(=O)c1cn(CC(=O)N2CCCC2)c2ccccc12
0,-1,4,5.2,3,-7,-2.7,-1,4,3,Cn1nccc1C(=O)Nc1ccc2c(c1)OCCO2

Grouped by structure: the compounds so far containing a Cl atom.
Wnt bcat act,V-ATPase pHluor,dFosB activator,CDK5 p35 inh,cardiac RTF act,MITF TRPM1 HTS,CAL PDZ FP-1,CAL PDZ FP-2,Tat export inh,Rtt109 Vps75,SMILES
-1,-1,-1,-0.7,5,13,-0.6,-2,-4,12,COc1ccccc1OCCC(=O)OCC(=O)NCc1ccc(Cl)cc1
1,1,-3,-0.4,-1,14,1.0,-2,11,0,Cc1onc(-c2ccccc2Cl)c1C(=O)NC1CCCCCC1

Further compounds follow:
Wnt bcat act,V-ATPase pHluor,dFosB activator,CDK5 p35 inh,cardiac RTF act,MITF TRPM1 HTS,CAL PDZ FP-1,CAL PDZ FP-2,Tat export inh,Rtt109 Vps75,SMILES
10,0,-4,0.5,0,.,-0.6,-4,-9,2,Cc1ccc(OC(=O)N2CCOCC2)cc1
-5,3,-5,0.1,-1,-2,.,1,-3,-9,CC12CC3CC(C)(C1)CC(C(O)CN1CCOCC1)(C3)C2 (configuration not stated)
1,1,-6,-0.4,3,-2,-0.9,8,-2,8,Cn1nnnc1SC(C(=O)Nc1ccc(F)cc1)c1ccccc1 (configuration not stated)
-2,3,-5,-0.9,-2,6,-0.6,.,0,1,O=C1CC(C(=O)N2CCN(c3ccccc3Cl)CC2)CN1Cc1ccccc1 (configuration not stated)
1,5,-7,0.3,-4,-2,-1.1,-2,4,-1,CCn1cc(C(=O)NC2CC(C)(C)Cc3c2cnn3-c2cccc(F)c2)cn1 (configuration not stated)
-5,-3,-5,2.5,3,2,-4.1,-3,-7,2,O=C(N/N=C\C=C\c1ccc2c(c1)OCO2)C1COc2ccccc2O1 (configuration not stated)
.,0,-1,3.6,-3,-2,-2.2,-3,5,3,CC(Nc1cc(N2CCOCC2)ccc1[N+](=O)[O-])c1ccccc1 (configuration not stated)
-5,-1,-3,-0.9,-1,7,-0.2,0,2,-1,Cc1c(NC(=O)c2nn3c(c2Br)NC(c2ccccc2)CC3C(F)(F)F)c(=O)n(-c2ccccc2)n1C (configuration not stated)
0,1,-3,-0.6,-9,27,-1.6,2,14,5,COc1ccc(-c2cc(C3CCN(c4ncccc4[N+](=O)[O-])CC3)[nH]n2)cc1
.,3,-10,-3.7,-1,-3,-1.1,-2,-5,-8,CSc1nc(-c2ccco2)cc(-c2ccccc2)c1C#N
1,-5,0,1.5,7,4,-1.1,-5,-12,6,Cc1onc(-c2c(Cl)cccc2Cl)c1C(=O)N=C(N)N1CCOCC1
1,-4,11,6.2,-8,-7,-3.1,1,-4,3,CCOc1ccccc1NC(=O)Nc1cnccn1
-1,-4,-7,1.4,-4,4,-1.4,.,1,1,CCOc1ccc(N(CC(=O)NC2CCCCCC2)S(=O)(=O)c2c(C)noc2C)cc1
-1,2,-1,-0.7,-7,2,-1.6,-1,1,-2,COC(=O)C(Cc1ccc(O)cc1)NC(=O)CCc1nc2ccccc2s1 (configuration not stated)
-3,-1,-6,-0.7,0,1,-1.6,-4,5,-10,CC(C)c1ccc(NC2CCCN(C(=O)c3ccncc3)C2)cc1 (configuration not stated)
-4,-4,12,-0.9,-5,9,-0.5,-1,-10,0,CCCCOC(=O)CSc1nc(N)c(C#N)c(-c2ccc(OCC)cc2)c1C#N
.,-2,-4,2.5,5,84*,-0.1,0,-8,-4,Cc1ccc(O)c(NC(=O)CCC2CCCCC2)c1
1,-6,-8,-0.2,4,16,-1.4,-5,3,-9,Cc1sc2ncnc(Nc3ccccc3)c2c1C
-1,-2,-5,1.3,6,-6,0.1,46*,-2,-7,COc1cc(C(=O)OCC(=O)N2CCCCC2C)ccc1OCc1c(C)noc1C (configuration not stated)
19,1,4,0.1,-10,33,0.1,2,4,1,Nc1nc(Nc2ccccc2F)nc(NCc2ccco2)c1[N+](=O)[O-]
1,-1,-2,1.8,-8,.,-2.5,-7,1,1,COc1ccccc1NS(=O)(=O)NC(=O)c1c(C)[nH]c2ccccc12
1,-4,0,0.2,-1,56,-1.8,2,7,25,CC(C)COC(=O)c1ccc(NC(=O)C2C3CCC(C3)C2C(=O)O)cc1 (configuration not stated)
1,2,3,0.4,4,-3,-0.6,.,-3,-6,O=C(c1cccs1)N(Cc1cccc(F)c1)C1CCS(=O)(=O)C1 (configuration not stated)
1,-5,-7,0.8,4,0,8.4,-4,1,8,COc1ccc2[nH]cc(CCNC(=O)C3CCCCC3)c2c1
.,2,-22,0.5,-1,0,-1.1,4,1,-11,CCOC(=O)C1=C(C)NC(=O)NC1c1cn(-c2ccccc2)nc1-c1cccs1 (configuration not stated)
12,0,-1,0.4,1,13,-3.2,-1,-3,-2,CNC(=O)c1cccnc1Nc1cccc(C(F)(F)F)c1
8,1,-8,2.4,-1,14,0.4,-3,-7,-10,CCCCCCSc1cccc(-c2nc3ccc(C)cn3c2NCc2ccccc2)c1
-2,2,-7,0.0,-4,-23,-1.5,4,3,2,Cc1cccc(CN2C(=O)CSc3ccc(C(=O)NC4CC4)cc32)c1
.,10,-10,-1.1,9,-15,.,-4,-7,-10,CC(C)CC(=O)Nc1ccccc1N1CCN(C(=O)c2ccccc2)CC1
4,1,-3,-1.3,1,.,-3.7,-1,6,6,CCN(CC)S(=O)(=O)c1ccc(C(=O)NCc2ccc(C)cc2)cc1
.,10,-6,-0.2,0,3,-0.4,.,-3,-4,O=C(c1cc2cc([N+](=O)[O-])ccc2oc1=O)N1CCN(c2ncccn2)CC1
-1,0,-4,0.8,-1,-1,-3.6,-6,-4,-1,Cc1cc(NC(=O)CSc2nccn2-c2cccc(Cl)c2)no1
-2,4,-16,-2.1,-3,-8,-2.0,6,3,2,O=C(O)COc1ccccc1/C=N/Nc1ccc(S(=O)(=O)Nc2ccc(Cl)cc2)cc1[N+](=O)[O-]
9,0,-2,5.7,5,.,-0.7,-2,-6,-5,Cc1ccc(SCC(=O)NC2CC3CCC(C2)N3C)cc1 (configuration not stated)
-3,0,3,-1.4,-2,0,-0.2,-5,9,-19,CCS(=O)(=O)N1CCCC(C(=O)NCCc2ccc(C)cc2)C1 (configuration not stated)
1,4,-5,-1.0,-1,11,0.0,-5,-1,22,CC(=O)N1CCN=C1SCc1cccc(Cl)c1
0,-2,-4,1.0,-3,7,-1.7,-1,-5,15,CCOc1ccccc1C(=O)NCC(=O)NCC(c1ccco1)N1CCCCC1 (configuration not stated)
.,-16,-7,-4.3,-1,23,-2.3,-3,-3,i,CC(C)n1c(=N)c(C(=O)NCCc2ccccc2)cc2c(=O)n3ccccc3nc21
0,1,3,-1.6,5,-8,-3.1,-5,-5,15,O=C(Nc1ccnn1C1CCN(Cc2c[nH]c3ccccc23)CC1)c1ccccc1
-3,2,-3,1.6,-6,12,-1.1,0,8,5,O=C(CSc1nnc(-c2ccccc2)c(-c2ccccc2)n1)Nc1ccc(Br)cn1
-2,0,6,0.7,4,5,.,2,-3,0,CCCCC(=O)Nc1ccc(C(=O)NNC(=O)c2ccccc2Br)cc1
-7,2,-5,-1.0,7,2,-1.8,0,-1,-3,O=C(Cc1ccccc1Cl)NNC(=O)Nc1ccccc1
2,-2,11,0.0,2,-5,-0.1,-2,1,9,CN(C)c1nc(N)c(C(=O)N=C(N)N)nc1Cl
1,1,0,0.3,5,5,-0.5,1,8,8,C[C@H]1CN([C@@H](C)CO)C(=O)c2cccc(NC(=O)C3CC3)c2O[C@H]1CN(C)S(=O)(=O)c1ccccc1
0,0,6,2.6,-1,-10,-0.2,1,-2,-2,CC1(C)NC(C(=O)O)Cc2c1[nH]c1ccccc21 (configuration not stated)
.,3,6,0.2,-1,15,1.1,1,0,0,Cc1nn2c(-c3ccncc3)nnc2c2ccccc12
-1,3,-9,-1.6,4,-11,0.3,-4,4,-5,CC(C)Cc1nnc(NC(=O)CCC(=O)N2CCN(c3ccc(Cl)cc3)CC2)s1
-4,0,-4,1.4,-3,0,-1.8,1,-3,-2,Cc1ccc(S(=O)(=O)n2c([N+](=O)[O-])cnc2C)c(C)c1C
.,1,-9,.,1,8,-2.1,-4,1,20,COc1cccc(NC(=O)CCc2nc(-c3cccs3)no2)c1
4,-2,3,-1.4,-4,-4,-2.1,-5,-2,.,O=C(O)CCNC(=O)/C(=C/C=C/c1ccccc1)NC(=O)c1ccccc1

Screens deposited in PubChem by several laboratories.
